CSN deneddyl inh = inhibitors of CSN-mediated cullin deneddylation, primary screen, biochemical, fluorescence polarization, uHTS; 360,000 compounds, 0.38% hits; AID 651999, 2013; Purified CSN, SCF-Nedd8-OG deneddylation; inhibition, % at 12.5 µM;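 active = pattern-corrected inhibition above about 35%, with an unprinted fluorescence ratio check between 0.5 and 1.5, limit read from the data, passing the limit was not always enough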;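 note: 0% = enzyme with substrate and 100% = substrate without enzyme; some results filed as inactive read as strong as hits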
Target sequence (Q92905 whole entry, looked up, one chain of several): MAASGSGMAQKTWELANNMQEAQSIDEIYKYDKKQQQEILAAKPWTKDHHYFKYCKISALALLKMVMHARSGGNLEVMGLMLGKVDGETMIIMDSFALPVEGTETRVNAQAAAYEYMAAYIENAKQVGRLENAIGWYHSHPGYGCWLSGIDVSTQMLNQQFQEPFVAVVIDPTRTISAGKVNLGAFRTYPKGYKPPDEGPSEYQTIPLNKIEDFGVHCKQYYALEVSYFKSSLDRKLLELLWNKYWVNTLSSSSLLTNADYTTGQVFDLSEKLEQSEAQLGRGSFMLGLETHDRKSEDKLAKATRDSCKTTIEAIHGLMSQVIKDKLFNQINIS
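Material: purified human Csn5 enzyme expressed in HEK293T cells / Medium: Tris buffer pH 7.5, NaCl, DTT, Tween-20, trehalose, ovalbumin / Compound dosing: 12.5 µM single point / Schedule: 90 min incubation of compound, enzyme and substrate at room temperature / Signal: fluorescence polarization of the substrate / Control set: no-enzyme wells high, enzyme-with-substrate wells low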
DNMT1 inh = human DNMT1 methyltransferase inhibitors, primary screen, biochemical, molecular beacon, fluorescence, HinP1I cleavage, uHTS; DNA (cytosine-5)-methyltransferase 1 (Homo sapiens), P26358; inhibition (reported as % activation of signal), % at 10 µM; 360,000 compounds, 0.83% hits; in the data active = inhibition above about 50%
MLLE-PAM2 inh = inhibitors of PABP1 MLLE–PAM2 peptide binding, primary screen, biochemical, fluorescence polarization, FITC-PAM2, GST-MLLE; inhibition, % at 20 µM; AID 588489, 2011; 360,000 compounds, 0.36% hits; Polyadenylate-binding protein 1 (Homo sapiens), P11940; in the data active = inhibition above about 35%, passing the limit was not always enough;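 note: plate controls were DMSO wells with GST-MLLE for no effect and wells lacking GST-MLLE protein for full effect; some results filed as inactive read as strong as hits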
Target sequence (P11940 whole entry, looked up): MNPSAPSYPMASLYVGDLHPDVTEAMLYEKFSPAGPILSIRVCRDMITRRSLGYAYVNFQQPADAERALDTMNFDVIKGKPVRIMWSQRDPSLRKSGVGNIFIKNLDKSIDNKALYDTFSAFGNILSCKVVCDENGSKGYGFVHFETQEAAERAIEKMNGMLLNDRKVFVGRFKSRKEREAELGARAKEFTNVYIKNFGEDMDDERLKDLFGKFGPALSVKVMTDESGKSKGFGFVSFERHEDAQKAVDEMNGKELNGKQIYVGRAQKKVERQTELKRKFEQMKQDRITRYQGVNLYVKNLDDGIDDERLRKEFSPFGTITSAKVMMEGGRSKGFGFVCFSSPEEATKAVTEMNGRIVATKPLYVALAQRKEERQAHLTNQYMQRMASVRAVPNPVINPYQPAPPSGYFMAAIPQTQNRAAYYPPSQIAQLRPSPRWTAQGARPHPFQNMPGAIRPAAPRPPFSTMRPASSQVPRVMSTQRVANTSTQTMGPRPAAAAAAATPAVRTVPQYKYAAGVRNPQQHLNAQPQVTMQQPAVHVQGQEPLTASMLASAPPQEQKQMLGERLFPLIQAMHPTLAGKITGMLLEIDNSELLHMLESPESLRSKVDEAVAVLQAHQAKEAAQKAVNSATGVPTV
Scp-1 inhibitor = Scp-1 phosphatase inhibitors, primary screen, biochemical, colorimetric, uHTS | Recombinant Scp1, phosphopeptide, malachite green phosphate absorbance | inhibition, % at 20 µM | 340,000 compounds, 0.88% hits | AID 493091, 2011;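 active = inhibition above about 50% at 20 µM, limit read from the data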;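 note: plate controls were DMSO wells with enzyme for no effect and wells lacking enzyme for full effect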
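Test system – truncated SCP-1 phosphatase (76-261aa) · Reagent – Phosphorylated 17-residue peptide substrate · Incubation – 45 min room-temperature reaction, 5 min colour, 30 min stabiliser · Detection – colorimetric phosphate reagent with accelerator and stabiliser, absorbance at 630 nm · Measure – % inhibition at 20 µM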
Rpn11 inh = Rpn11 (PSMD14) deubiquitinase inhibitors, primary screen, biochemical, fluorescence polarization, uHTS. human 26S proteasome, Ub4-pepOG fluorescence polarization; 20S core pre-blocked with epoxomicin. calls only at 20 µM. 360,000 compounds, 0.59% hits. AID 588493, 2011;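 active = inhibition at 20 µM, scaled to each plate's controls, above about 33%, limit read from the data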
LMPTP inh = LMPTP phosphatase inhibitors, primary screen, biochemical, fluorescence intensity, uHTS. Low molecular weight phosphotyrosine protein phosphatase (Homo sapiens), P24666. recombinant LMPTP-A, OMFP fluorogenic substrate. inhibition, % at 20 µM. 360,000 compounds, 0.22% hits;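 active = compounds that cut the enzyme signal by at least half of the control window in the single-dose screen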;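 note: plate controls were DMSO wells with enzyme plus substrate for no effect and substrate without enzyme for full effect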
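Test system: LMPTP-A phosphatase enzyme. Amount: LMPTP-A at 0.625 nM final in the reaction. Reagent: OMFP substrate, 400 µM final. Times: 50 min at room temperature. Signal: endpoint fluorescence intensity from OMFP dephosphorylation. Read-out basis: % inhibition. Benchmarks: no-enzyme and uninhibited controls.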
SUMO1-SIM PPI = modulators of SUMO1 protein-protein interactions, primary screen, biochemical, uHTS; SUMO1 binding to a labelled peptide, TR-FRET, 1 h; inhibition, % at 20 µM; 360,000 compounds, 0.33% hits; in the data active = inhibition above about 37%
NadD inh = inhibitors of S. aureus NadD, primary screen, biochemical, colorimetric, uHTS | purified NadD enzyme, colorimetric absorbance read-out | inhibition, % at 20 µM | 360,000 compounds, 0.78% hits; in the data active = inhibition above about 26%; note: some compounds past the cut are filed as inactive
STEP inh = STEP phosphatase inhibitors, primary screen, biochemical, fluorescence intensity, uHTS; 360,000 compounds, 0.25% hits; inhibition, % at 20 µM; Tyrosine-protein phosphatase non-receptor type 5 (Homo sapiens), P54829; recombinant STEP, OMFP fluorogenic substrate;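 active = inhibition at 20 µM, scaled per plate between control wells, above about 37%, limit read from the data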;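 note: 0% = DMSO with enzyme and substrate and 100% = substrate only without enzyme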
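Assay system: isolated STEP enzyme. Buffer or medium: pH 6.0 Bis-Tris with DTT and Tween 20. Also added: fluorogenic phosphatase substrate OMFP at 25 µM final. Dosing: 20 µM, 1% DMSO. Timing: 20 min reaction, room temperature, in the dark. Measured by: fluorescence intensity, excitation 480 nm, emission 540 nm. Evaluation: normalized % inhibition.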
TbMetRS inhib = T. brucei MetRS inhibitors, primary screen, biochemical, luminescence. methionyl-tRNA synthetase (Trypanosoma brucei brucei). purified T. brucei MetRS, ATP depletion, Kinase-Glo luminescence. inhibition, % at 11.9 µM. 360,000 compounds, 0.4% hits;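 active = inhibition above a per-plate cutoff of the control wells' mean inhibition plus 3 SD, cut at about 5.5% in these data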;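 note: 0% = DMSO wells median and 100% = median of wells with control inhibitor compound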
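Test system: purified T. brucei MetRS enzyme. Also added: ATP, methionine and E. coli bulk tRNA substrates. Compound: 11.9 µM single point. Schedule: 15 min enzyme-compound preincubation, 2 h reaction, 10 min detection, 25 °C. Signal: luciferase luminescence of residual ATP, Kinase-Glo. Evaluation: percent inhibition versus plate control medians. Controls: DMSO wells, low control.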
* marks the source's active call; other numbers are inactive results. Not a hit list (roughly 3.6% active in at least one column).

Results for CCC(=O)NC(=S)Nc1ccc(N2CCOCC2)cc1 ?
CSN deneddyl inh: -5; DNMT1 inh: 2; MLLE-PAM2 inh: 8; Scp-1 inhibitor: 3; Rpn11 inh: inactive; LMPTP inh: 0.9; SUMO1-SIM PPI: -3; NadD inh: 2; STEP inh: -1; TbMetRS inhib: -1.5

What do the screens show for `COc1ccccc1C#Cc1ccc2c(=O)c3ccccc3n(C)c2c1`?
CSN deneddyl inh: 5; DNMT1 inh: -7; MLLE-PAM2 inh: -4; Scp-1 inhibitor: 0; Rpn11 inh: inactive; LMPTP inh: 9.2; SUMO1-SIM PPI: -28; NadD inh: 1; STEP inh: 2; TbMetRS inhib: -0.2

Results for COc1ccc(CNC(=O)C2(C)Cc3ccccc3C(=O)O2)cc1 (stereo not drawn) ?
CSN deneddyl inh: -4; DNMT1 inh: 1; MLLE-PAM2 inh: -8; Scp-1 inhibitor: -3; Rpn11 inh: inactive; LMPTP inh: -1.2; SUMO1-SIM PPI: -3; NadD inh: 2; STEP inh: -3; TbMetRS inhib: -0.8

How did CCOC(=O)c1c(C)n(-c2ccccc2)c2ccc(OCCN(C)C)cc12 do in these assays?
CSN deneddyl inh: 0; DNMT1 inh: -2; MLLE-PAM2 inh: -3; Scp-1 inhibitor: -5; Rpn11 inh: inactive; LMPTP inh: 1.4; SUMO1-SIM PPI: -2; NadD inh: -3; STEP inh: 1; TbMetRS inhib: -2.2

How did Nc1nnc(-c2ccc(Cl)c([N+](=O)[O-])c2)s1 do in these assays?
CSN deneddyl inh: -2; DNMT1 inh: 4; MLLE-PAM2 inh: 2; Scp-1 inhibitor: -8; Rpn11 inh: inactive; LMPTP inh: 1.0; SUMO1-SIM PPI: -2; NadD inh: 0; STEP inh: 2; TbMetRS inhib: -0.1

How did CCOc1ccc(C(=S)NC2CCCCC2)cc1 do in these assays?
CSN deneddyl inh: 5; DNMT1 inh: -5; MLLE-PAM2 inh: 33; Scp-1 inhibitor: -1; Rpn11 inh: inactive; LMPTP inh: -0.2; SUMO1-SIM PPI: -3; NadD inh: -11; STEP inh: 6; TbMetRS inhib: -0.3

What do the screens show for `Cc1cc2nc3ccc(N(C)C)cc3nc2cc1N`?
CSN deneddyl inh: 41; DNMT1 inh: -11; MLLE-PAM2 inh: 37; Scp-1 inhibitor: -11; Rpn11 inh: inactive; LMPTP inh: 40; SUMO1-SIM PPI: -14; NadD inh: 14; STEP inh: 3; TbMetRS inhib: 0.4

Results for COC(=O)CC(=O)O[C@H]1C=C[C@@H](NC(=O)OC(C)(C)C)C1 ?
CSN deneddyl inh: -4; DNMT1 inh: 6; MLLE-PAM2 inh: -5; Scp-1 inhibitor: -14; Rpn11 inh: inactive; LMPTP inh: -1.6; SUMO1-SIM PPI: -1; NadD inh: -5; STEP inh: -3; TbMetRS inhib: -2.2

How did CC(Oc1cccc(Cl)c1)C(=O)Nc1cc(=O)n(C)c(=O)n1C (stereo not drawn) do in these assays?
CSN deneddyl inh: 6; DNMT1 inh: -1; MLLE-PAM2 inh: -13; Scp-1 inhibitor: -6; Rpn11 inh: inactive; LMPTP inh: 1.2; SUMO1-SIM PPI: 3; NadD inh: 4; STEP inh: -2; TbMetRS inhib: -0.1

Results for CC(NCC(O)COCc1ccc(Cl)cc1)c1ccccc1 (stereo not drawn) ?
CSN deneddyl inh: 7; DNMT1 inh: 3; MLLE-PAM2 inh: 11; Scp-1 inhibitor: -13; Rpn11 inh: inactive; LMPTP inh: -2.3; SUMO1-SIM PPI: 65*; NadD inh: -2; STEP inh: -3; TbMetRS inhib: -0.3

What do the screens show for `CCN1CCN(C(=O)c2ccc3c(c2)N(Cc2ccccc2)C(=O)c2ccccc2S3=O)CC1` (stereo not drawn)?
CSN deneddyl inh: -4; DNMT1 inh: 3; MLLE-PAM2 inh: -1; Scp-1 inhibitor: -12; Rpn11 inh: inactive; LMPTP inh: -2.3; SUMO1-SIM PPI: 3; NadD inh: 2; STEP inh: -1; TbMetRS inhib: 0.6

Results for CC(C)N(Cc1ccccc1)C(=O)CN1C(=O)NC2(CCCCCC2)C1=O ?
CSN deneddyl inh: -3; DNMT1 inh: 1; MLLE-PAM2 inh: -13; Scp-1 inhibitor: -5; Rpn11 inh: inactive; LMPTP inh: -0.6; SUMO1-SIM PPI: 6; NadD inh: 5; STEP inh: 1; TbMetRS inhib: -0.4

How did O=C(CSc1nnc(-c2ccccc2)c(-c2ccccc2)n1)NCC1CCCO1 (stereo not drawn) do in these assays?
CSN deneddyl inh: -5; DNMT1 inh: 3; MLLE-PAM2 inh: -28; Scp-1 inhibitor: -15; Rpn11 inh: inactive; LMPTP inh: -0.8; SUMO1-SIM PPI: -22; NadD inh: 2; STEP inh: 0; TbMetRS inhib: -0.3

How did CCCCCCc1c(O)nc(SCCN(C)C)[nH]c1=O do in these assays?
CSN deneddyl inh: 3; DNMT1 inh: -2; MLLE-PAM2 inh: 28; Scp-1 inhibitor: -11; Rpn11 inh: inactive; LMPTP inh: -6.3; SUMO1-SIM PPI: -4; NadD inh: -2; STEP inh: -1; TbMetRS inhib: -0.1

What do the screens show for `CCOc1cccc(C2NC(=S)NC(C)=C2C(=O)Nc2ccccc2)c1` (stereo not drawn)?
CSN deneddyl inh: -8; DNMT1 inh: -3; MLLE-PAM2 inh: -125; Scp-1 inhibitor: -10; Rpn11 inh: inactive; LMPTP inh: -0.6; SUMO1-SIM PPI: 1; NadD inh: 2; STEP inh: -3; TbMetRS inhib: -0.1

What do the screens show for `COc1cc(/C=C\C(=O)NCc2ccc3[nH]c(C)cc3c2)cc(OC)c1OC`?
CSN deneddyl inh: 2; DNMT1 inh: -6; MLLE-PAM2 inh: -4; Scp-1 inhibitor: -9; Rpn11 inh: inactive; LMPTP inh: 0.1; SUMO1-SIM PPI: -21; NadD inh: 1; STEP inh: 3; TbMetRS inhib: -0.1

Results for Cc1ccc(S(=O)(=O)NN=C2C3CC4CC(C3)CC2C4)cc1 ?
CSN deneddyl inh: 0; DNMT1 inh: 0; MLLE-PAM2 inh: -10; Scp-1 inhibitor: 2; Rpn11 inh: inactive; LMPTP inh: -0.8; SUMO1-SIM PPI: 2; NadD inh: -3; STEP inh: 0; TbMetRS inhib: -0.3

Results for COc1ccc(OC(=O)N(C)C[C@H]2OCc3cn(nn3)CCCC(=O)N([C@H](C)CO)C[C@@H]2C)cc1 ?
CSN deneddyl inh: -2; DNMT1 inh: 2; MLLE-PAM2 inh: -11; Rpn11 inh: inactive; LMPTP inh: 1.2; SUMO1-SIM PPI: 2; NadD inh: -4; STEP inh: -2; TbMetRS inhib: -2.0

Results for Cc1ccc(S(=O)(=O)N2CC(C(=O)O)=CC[C@H]2c2ccc(Cl)cc2)cc1 ?
CSN deneddyl inh: -7; DNMT1 inh: 2; MLLE-PAM2 inh: 4; Scp-1 inhibitor: 4; Rpn11 inh: inactive; LMPTP inh: -0.5; SUMO1-SIM PPI: 5; NadD inh: 4; STEP inh: 5; TbMetRS inhib: -0.1

Results for COc1cc(/C=N/NC(=O)c2ccc(CSc3nc4ccccc4[nH]3)cc2)cc(OC)c1OC ?
CSN deneddyl inh: -8; DNMT1 inh: -18; MLLE-PAM2 inh: -126; Scp-1 inhibitor: -14; Rpn11 inh: inactive; LMPTP inh: 3.7; SUMO1-SIM PPI: -3; NadD inh: 6; STEP inh: 1; TbMetRS inhib: 0.6

What do the screens show for `CCc1ccc2oc(C(=O)N3CCN(c4ccccc4OC)CC3)cc(=O)c2c1`?
CSN deneddyl inh: 3; DNMT1 inh: 0; MLLE-PAM2 inh: -9; Scp-1 inhibitor: -15; Rpn11 inh: inactive; LMPTP inh: -0.7; SUMO1-SIM PPI: -1; NadD inh: -2; STEP inh: -1; TbMetRS inhib: -1.1

Results for S=C(NCC1COc2ccccc2O1)Nc1ccccc1 (stereo not drawn) ?
CSN deneddyl inh: 3; DNMT1 inh: -2; MLLE-PAM2 inh: -15; Scp-1 inhibitor: 8; Rpn11 inh: inactive; LMPTP inh: 0.2; SUMO1-SIM PPI: -2; NadD inh: -5; STEP inh: 2; TbMetRS inhib: 0.2

What do the screens show for `CCOC(=O)c1c(NC(=O)CN2CCN(C(=O)c3ccco3)CC2)sc(C)c1C`?
CSN deneddyl inh: 0; DNMT1 inh: 2; MLLE-PAM2 inh: -7; Scp-1 inhibitor: -5; Rpn11 inh: inactive; LMPTP inh: 0.8; SUMO1-SIM PPI: 9; NadD inh: 1; STEP inh: -1; TbMetRS inhib: -0.1

How did COc1cccc(-c2nc(NCc3ccccc3)c3ccccc3n2)c1O do in these assays?
CSN deneddyl inh: 2; DNMT1 inh: 4; MLLE-PAM2 inh: 5; Scp-1 inhibitor: -4; Rpn11 inh: inactive; LMPTP inh: 2.4; SUMO1-SIM PPI: 4; NadD inh: 11; STEP inh: -3; TbMetRS inhib: -0.4

Results for CCn1c(=O)cc(O)c2ccccc21 ?
CSN deneddyl inh: -1; DNMT1 inh: 5; MLLE-PAM2 inh: -4; Scp-1 inhibitor: -12; Rpn11 inh: inactive; LMPTP inh: -2.5; SUMO1-SIM PPI: -2; NadD inh: 3; STEP inh: 0; TbMetRS inhib: -1.6
